RXFP1 antag: antagonists of human relaxin receptor RXFP1; hit rate 0.59% among 350,000; activity change, negative = inhibition, % at 57.5 µM; HEK293-RXFP1, relaxin-stimulated cAMP HTRF, 30 min; hits give low values;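 active = activity change of -60% or lower, but not beyond a set lower limit; inconclusive = change between -60% and -40%, or beyond the set limit; inactive = change above -40%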; note: % is set by controls: 0 for no effect and ±100 for the full control effect
Pol kappa inh: DNA polymerase kappa (human) inhibition; Q9UBT6; purified Pol kappa, fluorescent DNA synthesis assay, 10 min; Potency, µM (top dose mostly 107 µM), inactives show top-dose activity, negative = inhibition, actives largely listed as inhibitors; hit rate 0.53% among 400,000; note: potency is the fitted concentration of half-maximal effect; % is set by controls: 0 for no effect and ±100 for the full control effect
Target sequence (Q9UBT6 whole entry, looked up): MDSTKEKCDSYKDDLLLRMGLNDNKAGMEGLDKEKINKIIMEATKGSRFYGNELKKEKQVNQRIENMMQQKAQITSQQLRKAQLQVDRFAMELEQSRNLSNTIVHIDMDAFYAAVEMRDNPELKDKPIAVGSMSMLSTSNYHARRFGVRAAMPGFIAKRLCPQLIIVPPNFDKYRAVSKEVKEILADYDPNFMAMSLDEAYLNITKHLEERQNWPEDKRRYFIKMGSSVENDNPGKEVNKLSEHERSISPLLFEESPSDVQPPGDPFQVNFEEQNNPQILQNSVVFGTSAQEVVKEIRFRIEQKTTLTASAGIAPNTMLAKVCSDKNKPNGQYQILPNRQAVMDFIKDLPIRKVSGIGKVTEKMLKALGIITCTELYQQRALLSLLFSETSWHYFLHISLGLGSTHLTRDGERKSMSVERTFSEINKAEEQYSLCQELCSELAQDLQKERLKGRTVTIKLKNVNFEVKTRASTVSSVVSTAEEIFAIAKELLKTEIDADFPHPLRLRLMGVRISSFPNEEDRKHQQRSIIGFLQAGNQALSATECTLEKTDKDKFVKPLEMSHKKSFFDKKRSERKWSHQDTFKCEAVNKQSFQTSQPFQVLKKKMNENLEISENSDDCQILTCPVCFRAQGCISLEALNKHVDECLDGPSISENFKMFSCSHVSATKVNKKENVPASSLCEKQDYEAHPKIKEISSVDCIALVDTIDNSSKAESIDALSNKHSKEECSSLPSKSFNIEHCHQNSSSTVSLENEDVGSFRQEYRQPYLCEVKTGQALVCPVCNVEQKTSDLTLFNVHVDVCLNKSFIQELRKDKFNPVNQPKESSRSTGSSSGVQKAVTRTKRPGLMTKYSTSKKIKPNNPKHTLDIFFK
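Kinetic fluorescence screen: compound preincubated 15 min RT with 10 nM enzyme; 50 nM substrate (final) initiates; reads at 0/10 min.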
Pol beta inh: inhibitors of human DNA polymerase beta | Pol beta primer extension/strand displacement, fluorescence kinetic | P06746 | AID 485314 | Potency, µM (doses to about 114 µM), without a hit: top-dose activity change, negative = inhibition, actives largely listed as inhibitors | hit rate 1.3% among 340,000; note: potency is the fitted concentration of half-maximal effect; % is set by controls: 0 for no effect and ±100 for the full control effect
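Homogeneous kinetic assay of primer extension and strand displacement by 10 nM Pol beta, preincubated 15 min at room temperature with compound before 50 nM substrate (final) was added. Read at 0 and 10 min; four-parameter Hill fit.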
POLH inh: inhibitors of human DNA polymerase eta; Q9Y253; recombinant Pol eta, fluorescent DNA replication assay; Potency, µM (doses to about 114 µM), without a hit: at the top dose activity change, negative = inhibition, hits mostly inhibitors; hit rate 1.2% among 390,000; note: potency is the fitted concentration of half-maximal effect; % is set by controls: 0 for no effect and ±100 for the full control effect
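Pol eta at 10 nM preincubated with compounds 15 min at room temperature; reaction started with fluorescent substrate (50 nM final) and read kinetically at 0 and 10 min.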
BLM helicase inh: inhibitors of human Bloom syndrome helicase BLM | Potency, µM (top dose mostly 56.1 µM), for inactives: at the highest dose activity change, negative = inhibition, most hits filed as inhibitors | hit rate 0.2% among 350,000 | recombinant BLM DNA unwinding, fluorescence dequenching;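 note: potency is the fitted concentration of half-maximal effect; plate controls were vehicle for no effect and no enzyme for full effect; nearly all actives have a fitted effect of over 35% in size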
PGK inhibitor: inhibitors of T. brucei phosphoglycerate kinase | hit rate 0.043% among 380,000 | Potency, µM (highest dose often 57.5 µM), for inactives: at the top dose activity change, negative = inhibition, most hits filed as inhibitors | P07378 | AID 602233 | PGK/GAPDH coupled, Kinase-Glo luminescence, 60 min; note: potency is the fitted concentration of half-maximal effect; % is set by controls: 0 for no effect and ±100 for the full control effect; nearly all actives have a fitted effect of over 60% in size
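Recombinant glycosomal PGK reaction used 1,3-bisphosphoglycerate generated in-well by GAPDH (100nM final) in 100mM TEA pH 7.6, 5mM MgCl2, 0.01% Tween-20. After 60 minutes at room temperature, ATP was read by Kinase-Glo Plus luminescence end-point.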
Anesthetic bind: candidate novel general anesthetic via apoferritin binding; hit rate 0.074% among 350,000; AID 485281; apoferritin/1-aminoanthracene competitive binding, fluorescence; P02791; Potency, µM (doses to about 77.5 µM), for the others: top-dose activity change, negative = displacement, actives largely listed as inhibitors; note: potency is the fitted concentration of half-maximal effect; % is set by controls: 0 for no effect and ±100 for the full control effect; nearly all actives have a fitted effect of over 20% in size
Target sequence (P02791 2-175 limits assumed): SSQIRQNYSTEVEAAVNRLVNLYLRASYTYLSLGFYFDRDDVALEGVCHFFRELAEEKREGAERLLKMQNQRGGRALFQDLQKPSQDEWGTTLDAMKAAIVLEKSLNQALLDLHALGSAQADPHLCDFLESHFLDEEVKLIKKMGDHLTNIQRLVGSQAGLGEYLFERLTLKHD
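Read-out: endpoint 1-AMA fluorescence, excitation 380 nm and emission 535 nm, after compounds sit 10 min at room temperature with 10 uM horse-spleen apoferritin in 50% saturated 1-AMA/PBS. Values come from four-parameter Hill fits.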
APEX1 inh: blocks human APE1 abasic DNA cleavage; recombinant APE1, TAMRA/BHQ-2 abasic DNA cleavage fluorescence; Potency, µM (titrated, usually from 65.8 µM), for the others: top-dose activity change, negative = inhibition, actives largely listed as inhibitors; hit rate 0.35% among 350,000;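 note: potency is the fitted concentration of half-maximal effect; plate controls were vehicle for no effect and reference inhibitor for full effect; nearly all actives have a fitted effect of over 55% in size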
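Substrate: short duplex with […] THF abasic site, 5'-TAMRA and 3'-BHQ-2, 50 nM final. APE1 at 0.75 nM, preincubated 15 min RT with compound. Fluorescence increase from first to third read measured activity.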
POLI inh: DNA polymerase iota (human) inhibition; Pol iota fluorescent replication assay, 10 min; Potency, µM (top dose mostly 115 µM), inactives show top-dose activity, negative = inhibition, usual class: inhibitors; Q9UNA4; hit rate 1% among 390,000; note: potency is the fitted concentration of half-maximal effect
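Fluorescent replication assay read twice, at 0 min and 10 min after adding 50 nM (final) substrate. Enzyme (10 nM) and compounds were first incubated 15 min at room temperature; enzyme-free buffer wells were negative controls.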
* marks the source's active call; other numbers are inactive results; i = inactive; ? = inconclusive; / = not tested or not shown; & = joins results of further samples; [ ] = dose if it differs, or a comment. Unless noted, calls come from the whole dose curve; as a rule, active = well fitted curve in the direction sought with a large enough effect; inconclusive = small, poorly fitted or top-dose-only effect, or another doubt; inactive = no such curve, though single readings can be large; an effect the other way counts as inactive or inconclusive. Not all compounds are listed; rates above refer to the full screens.

[1] CCCCNC(=O)CCn1ccc2cc(S(=O)(=O)N3CCCC3)ccc21
[2] Cn1cc([N+](=O)[O-])c(C(=O)Nc2ccc(-c3nc4ccccc4[nH]3)cc2)n1
[3] Cc1ccc(Cl)cc1N1CCN(C(CC(C)C)c2nnnn2CC2CCCO2)CC1 (stereo not given)
[4] CC(NC(=O)CN(C)S(=O)(=O)c1ccc2c(c1)c(=O)n(C)c(=O)n2C)c1ccccc1 (stereo not given)
[5] Cc1cc(C(=O)Nc2ccc(N3CCOCC3)c(Cl)c2)c(C)o1
[6] COc1ccc(OC)c(NC(=O)COC(=O)CCC2CCCC2)c1
[7] CCN(C(=O)COC(=O)c1nn(-c2ccccc2)c(=O)c2ccccc12)C1CCS(=O)(=O)C1 (stereo not given)
[8] CC1(C)CC2CC(C)(CN2C(=O)c2ccc([N+](=O)[O-])cc2)C1 (stereo not given)
[9] COc1cccc(-n2c(-c3ccc4[nH]c(C)c(C)c4c3)n[nH]c2=S)c1
[10] O=C(O)C1C2C=CC(C2)C1C(=O)OCc1ccccc1 (stereo not given)
assay / compound,1,2,3,4,5,6,7,8,9,10
BLM helicase inh,2%,-19%,-3%,2%&2%,-8%,/,1%,-2%,-2%,-6%
PGK inhibitor,0%,-6%,3%,2%&-2%,-12%,-5%,i,i,3%,i
POLI inh,74%[activator],85%[activator],-16%,-13%&2%,9%,17%,31%[activator],26%,-20%,-3%
APEX1 inh,25%,4%,0%,-14%,-1%,-3%,1%,4%,11%,-1%
POLH inh,-19%,-7%,-11%,2%&-1%,-11%,-11%,-15%,-12%,-8%,-20%
Pol kappa inh,1%,-24%,-5%,-15%&-12%,5%,-2%,9%,-3%,-21%,-6%
Anesthetic bind,-11%,-9%,-17%,-10%&-7%,-11%,/,-6%,?,-7%,53%[activator]
RXFP1 antag,4,1,-4,-17,-16,-4,-5,7,-18,-20
Pol beta inh,7%,-30%,-8%,8%&2%,2%,/,25%,0%,15%,5%

[11] CC(=O)c1sc(N)nc1C
[12] CCc1ccccc1NC(=O)C(CC)Sc1ncnc2c1sc1ccccc12 (stereo not given)
[13] N/C(=N\OC(=O)CCCOc1ccccc1)c1ccccn1
[14] CCN(CC)CCCNc1nc(N)c([N+](=O)[O-])c(NCCO)n1
[15] CC1CCCCN1C(=O)Cn1ncc2c3ccccc3n(Cc3ccccc3F)c2c1=O (stereo not given)
[16] Cc1ccc(CNC(=O)CCc2c(C)nc3c(c(C)nn3-c3ccc(C)cc3)c2C)cc1
[17] Oc1ccccc1/C=N/Nc1nc2ccccc2o1
[18] CCCN(CCC)c1nc2ccccc2nc1C(C#N)C(=O)OC(C)COC (stereo not given)
[19] CCc1ccccc1NC(=O)CCN1C(=O)c2ccccc2C1=O
[20] O=C(NNC(=O)c1cccc2ccccc12)c1ccc(Cl)cc1
assay / compound,11,12,13,14,15,16,17,18,19,20
BLM helicase inh,/,-2%,-3%,-1%,-6%,-3%,-7%,-2%,3%,/
PGK inhibitor,-4%&-2%,-2%,4%,-6%,5%,-7%,-4%,4%,-2%,-9%
POLI inh,-12%,23%,10%,19%,24%,12%,10%,13%,8%,16%
APEX1 inh,22%,/,-6%,-3%,/,-4%,17%,-3%,0%,/
POLH inh,-3%&2%,-30%,1%,6%,-10%,-15%,-9%,-13%,-10%,6%
Pol kappa inh,-1%,-4%[60.1 µM],-17%,11%,0%,0%,8%,-20%,-15%,1%
Anesthetic bind,/,-3%,-12%,9%,-15%,-2%,8%,?,-7%,/
RXFP1 antag,17,0,4,-8,-9,/,-5,-13,3,1
Pol beta inh,/,?,5%,2%,13%,-12%,13%,1%,10%,/

Ordered by SMILES length (highest first): three of the compounds above
[2] Cn1cc([N+](=O)[O-])c(C(=O)Nc2ccc(-c3nc4ccccc4[nH]3)cc2)n1
[16] Cc1ccc(CNC(=O)CCc2c(C)nc3c(c(C)nn3-c3ccc(C)cc3)c2C)cc1
[12] CCc1ccccc1NC(=O)C(CC)Sc1ncnc2c1sc1ccccc12 (stereo not given)
assay / compound,2,16,12
BLM helicase inh,-19%,-3%,-2%
PGK inhibitor,-6%,-7%,-2%
POLI inh,85%[activator],12%,23%
APEX1 inh,4%,-4%,/
POLH inh,-7%,-15%,-30%
Pol kappa inh,-24%,0%,-4%[60.1 µM]
Anesthetic bind,-9%,-2%,-3%
RXFP1 antag,1,/,0
Pol beta inh,-30%,-12%,?

(listing goes on)
[21] O=C(O)c1ccc(NC(=S)NC(=O)c2cncc(Br)c2)cc1
[22] O=C(CNC(=O)c1ccc(Cl)cc1)OC1CCOC1=O (stereo not given)
[23] O=C(COc1ccccc1Cl)Nc1ccc2c(c1)OCO2
[24] O=C(CCc1nc2cccnc2n1Cc1ccccc1)N1CCOCC1
[25] COc1ccc2c(c1)C(=O)N(c1ccccc1OC)C(=O)C2(C)C
[26] COc1ccc(OC)c(NC(=O)CSc2nc3ccccc3c(=O)n2CCC(=O)NC2CCCCC2)c1
[27] CCN(C[C@H]1N[C@@](Cc2ccccc2)(C(=O)OC)[C@H]2C(=O)N(Cc3ccccc3)C(=O)[C@@H]12)C(=O)c1ccc(C)cc1
[28] Cc1nn(-c2ccccc2)c(Cl)c1/C=N/NC(=O)C1COc2ccccc2O1 (stereo not given)
[29] CN(Cc1ccc2c(c1)OCCO2)C(=O)CN1C(=O)NC2(CCCCC2)C1=O
[30] COc1ccc(C(C)=O)cc1CSCc1cc(C(C)=O)ccc1OC
assay / compound,21,22,23,24,25,26,27,28,29,30
BLM helicase inh,-9%,-11%,-6%,0%,-1%,-3%,/,-13%,1%,-3%
PGK inhibitor,-3%,-5%,-10%,7%,6%,-3%,-8%,/,-1%,i
POLI inh,-7%,71%[activator],3%,15%,13%,0%,4%,/,3%,121%[activator]
APEX1 inh,12%,24%,33%,-2%,2%,/,36%,?,-6%,5%
POLH inh,-4%,-7%,4%,3%,1%,-7%,-18%,/,-11%,-18%
Pol kappa inh,-12%,-4%,2%,-1%,-9%,2%[60.1 µM],0%,/,11%,3%
Anesthetic bind,1%,-3%,0%,-2%,?,3%,/,4%,-15%,8%
RXFP1 antag,-18,4,-19,7,12,-6,/,/,-4,8
Pol beta inh,6%,25%,21%,5%,27%,-8%,/,-5%,-2%,-3%

Of the compounds above, 2 contain an NH in an aromatic ring.
[2] Cn1cc([N+](=O)[O-])c(C(=O)Nc2ccc(-c3nc4ccccc4[nH]3)cc2)n1
[9] COc1cccc(-n2c(-c3ccc4[nH]c(C)c(C)c4c3)n[nH]c2=S)c1
assay / compound,2,9
BLM helicase inh,-19%,-2%
PGK inhibitor,-6%,3%
POLI inh,85%[activator],-20%
APEX1 inh,4%,11%
POLH inh,-7%,-8%
Pol kappa inh,-24%,-21%
Anesthetic bind,-9%,-7%
RXFP1 antag,1,-18
Pol beta inh,-30%,15%

The listing continues.
[31] CCN1C(=O)c2ccccc2S(=O)(=O)c2ccc(C(=O)NCCCN(CC(C)C)CC(C)C)cc21
[32] CN(C)C(=O)CSc1nnc(C23CC4CC(CC(C4)C2)C3)o1
[33] Cc1cc(NC(=O)CSc2cn(CCNC(=O)c3ccccc3)c3ccccc23)no1
[34] O=C(N/N=C/c1cc([N+](=O)[O-])cc(Br)c1O)C12CC3CCC(CC(C3)C1)C2
[35] O=C(N1CCOCC1)C12CC3CC(C1)CC(n1cnc(Cl)n1)(C3)C2
[36] COc1ccccc1CNC(c1ccccc1)c1ccccc1
[37] O=c1[nH]cnc(O)c1N=Nc1ccccc1
[38] Cc1ccc(OCC(=O)OCc2cc(=O)n3c(C)csc3n2)cc1
[39] Cc1ccc(-c2nc(NCc3ccc(F)cc3)n(S(C)(=O)=O)n2)cc1
[40] CN(C)S(=O)(=O)c1ccc(S(=O)(=O)NCc2ccc3c(c2)OCO3)cc1
[41] O=C1CCC(C(=O)OCC(=O)c2c[nH]c3ccccc23)=NN1
assay / compound,31,32,33,34,35,36,37,38,39,40,41
BLM helicase inh,0%,-1%,-3%,0%,4%,-7%,1%,-1%,-6%,-5%,2%
PGK inhibitor,-11%,-6%,7.1µM*,-5%,-6%,-8%,-8%,10%,-4%,-7%,-4%
POLI inh,55%[activator],99%[activator],?,25%,6%,-5%,43%[activator],-8%,24%,60%[activator],9%
APEX1 inh,45%[activator],2%,-4%,2%,1%,42%,3%,/,-2%,23%,-2%
POLH inh,-11%,1%,?,-13%,-3%,-30%,-8%,-7%,-19%,-1%,-14%
Pol kappa inh,-8%,10%,11µM*,4%,-8%,-22%,-2%,-1%,2%,-4%,-1%
Anesthetic bind,-22%,-2%,-16%,-8%,-7%,0%,-4%,2%,-12%,-9%,-14%
RXFP1 antag,0,24,3,-1,-12,-17,-5,/,-7,13,-20
Pol beta inh,-1%,-17%,19%,-13%,16%,0%,65%,28%,40%,7%,43%

Whole records from above:
O=C1CCC(C(=O)OCC(=O)c2c[nH]c3ccccc23)=NN1 across the screens: BLM helicase inh = 2%; PGK inhibitor = -4%; POLI inh = 9%; APEX1 inh = -2%; POLH inh = -14%; Pol kappa inh = -1%; Anesthetic bind = -14%; RXFP1 antag = -20; Pol beta inh = 43%
CN(C)S(=O)(=O)c1ccc(S(=O)(=O)NCc2ccc3c(c2)OCO3)cc1 across the screens: BLM helicase inh = -5%; PGK inhibitor = -7%; POLI inh = 60%[activator]; APEX1 inh = 23%; POLH inh = -1%; Pol kappa inh = -4%; Anesthetic bind = -9%; RXFP1 antag = 13; Pol beta inh = 7%

Screening data as filed in PubChem BioAssay.
